Screening data (PubChem)
HIV RNase H inh = inhibitors of HIV-1 reverse transcriptase RNase H; RT-RNase H RNA/DNA duplex cleavage, fluorescence; actives 1.9% (n = 65,000); P04585; inhibition, % at 10 µM; in the data active = inhibition above about 50%
RmlC RmlD mix = RmlC/RmlD inhibition, mixture screen | RmlC/RmlD coupled enzyme inhibition, 384-well mixture HTS | inhibition, % at 5.5 µM | actives 0.39% (n = 110,000) | AID 1532; in the data active = inhibition above about 30%, passing the limit was not always enough; also: strong numbers were not always called active
Starred values were filed as active, the others as inactive; . = not tested or not shown. A portion of the library; rates above refer to the full screens.

SMILES	HIV RNase H inh	RmlC RmlD mix
O=C(CCC(=O)NNC(=O)Nc1ccc(Cl)cc1)NCc1ccccc1	.	5
O=C(NC12CC3CC(CC(C3)C1)C2)N1CCC(O)CC1	-11	-10
COc1ccc(N(Cc2cc3cc(OC)ccc3[nH]c2=O)S(C)(=O)=O)cc1	-1	17
COn1c(SCc2cccnc2)nc2ccccc2c1=O	-27	32
Cc1sc2nc(C(C)Nc3ccccc3N3CCOCC3)[nH]c(=O)c2c1C (centres undefined)	65*	-15
COc1cccc(C2=NOC(C(=O)Nc3ccc(OC)c(OC)c3)C2)c1 (centres undefined)	-12	-7
O=C(CSc1nnc(-c2cccs2)o1)N1CCCCC1	5	-10
c1ccc(COc2ccc(Nc3ncnc4nc[nH]c34)cc2)cc1	-11	-18
O=C1CC(c2ccc(F)cc2)Sc2ccccc2N1 (centres undefined)	-3	-5
COC(=O)c1ccc(-c2ccc(OC)c([C@H]3[C@H]4C=CC[C@@H](C)[C@@H]4C(=O)N3Cc3ccccc3)c2)cc1	.	-18
CCN1CCN(C(c2cc(OC)ccc2OC)c2nnnn2Cc2ccccc2)CC1 (centres undefined)	1	-11
O=S(=O)(c1cccc2cccnc12)N1CCc2ccccc21	-39	6
O=C(NCCOC(=O)c1ccc(C(=O)OCCNC(=O)c2ccccc2)o1)c1ccccc1	2	58
N#C/C(=C\c1ccc(O)c(O)c1)C(=O)NCCCc1ccccc1	5	4
CC(CCc1ccccc1)NC(=O)C1CCN(c2nnc(-n3cccc3)s2)CC1 (centres undefined)	10	5
CN(C)c1cc(=O)n2c(n1)SCCC2	.	10
Cn1c(SCC(=O)Nc2ccccc2F)nnc1-c1cc2ccccc2o1	.	10
COc1ccccc1NC(=O)C1CCCN(c2cc(C)nc3ncnn23)C1 (centres undefined)	.	30
CC(C)NC(=O)c1onc(CSc2ccc(F)cc2)c1C(=O)O	.	3
CCCC/C=C/C(NC(=O)c1ccc(-c2ccccc2)cc1)c1ccccc1 (centres undefined)	.	6
COc1cc(C)nc(N2CCC(C(=O)NC3CCCCC3)CC2)n1	1	0
COC(=O)c1ccc(=O)n(Cc2ccc3c(c2)OCO3)c1	-11	-17
O=C(Nc1cnc2ccccc2c1)N1CCOCC1	-2	-17
CCOC(=O)N1CCN(C(=O)C2CCN(S(=O)(=O)c3ccc(Br)s3)CC2)CC1	-15	-8
COc1ccccc1NS(=O)(=O)c1cc(Cl)ccc1OC	-82	-9
CCOC(=O)CSc1nn(C)c(=S)s1	35	-12
CCOc1ccc(-n2c(=O)c3c(C)c(C)sc3n(CC(=O)NCc3ccco3)c2=O)cc1	-7	6
Cc1ccc(C)c2[nH]c(=O)c(C(c3nnnn3Cc3ccccc3)N3CCc4ccccc4C3)cc12 (centres undefined)	.	22
Cc1nc2cc(C(F)(F)F)ccc2n1C1CCN(CC(=O)NC(C)(C)C)CC1	-10	-36
CC1CCCC(C)N1C(=O)CN1CCN(c2nc(-c3ccc(F)cc3)cs2)CC1 (centres undefined)	2	7
Cc1ccc2sc(NC(=O)CN3C(=O)CCC3=O)nc2c1C	-4	3
O=C(CN1C(=O)CSc2ncccc21)NCCN1CCOCC1	-2	-16
Cc1n[nH]c(C)c1S(=O)(=O)N1CCc2ccccc21	-39	-16
Cn1cnnc1Sc1nc2c(c(=O)n(C)c(=O)n2C)n1C	-5	.
CCCc1cc(Nc2ccccc2OCC)n2ncnc2n1	.	7
Cc1oc(-c2nc3ccccc3n2C)cc1C(=O)c1ccccc1	44	9
CCOC(=O)c1cc(C#N)c(Oc2ccc(F)cc2)nc1-c1ccccc1	.	4
O=C(Nc1ccc(N2CCOCC2)cc1)C1CC1	-2	-9
O=C1C2CCCN2C(c2ccc(Br)cc2)N1c1ccc(F)cc1 (centres undefined)	-14	-6
Cc1ccc(P(C)(=O)c2ccc(C)cc2)cc1	.	-14
CCCCCC(C(=O)O)C(C)CC(=O)NC1CCCCC1 (centres undefined)	-1	28
CCOC(=O)c1ccccc1NC(=O)CN(c1ccccc1OCC)S(C)(=O)=O	6	-12
CCC/C=C1/CCCOC(C(=O)NCCNCCO)(C(F)(F)F)C1 (centres undefined)	.	-5
CC1=C(C(=O)Nc2ccccc2Cl)C(c2ccc(N(C)C)cc2)NC(=O)N1 (centres undefined)	1	.
Cc1nn(C)c(Cl)c1NC(=O)OCc1ccccc1	.	-1
CSc1nnc(-c2ccncc2)n1CCCN1CCCC1=O	-17	6
Cc1ccc(-c2nnc(SCC(=O)Nc3ccccc3N3CCOCC3)o2)cc1	0	4
O=C(C1=C(O)C(=O)N(Cc2ccco2)C1c1cccnc1)c1cc2ccccc2o1 (centres undefined)	7	17
Cc1nn(S(=O)(=O)N2CCCCC2)c(C)c1Br	-30	-7
CC#CCCC(=O)N1C=Cc2ccccc2C1C#N (centres undefined)	-35	-17
CC(C)(C)c1nnc2sc(SCC(=O)c3ccc(Cl)cc3)nn2c1=O	.	-15
N#Cc1c(NCCN)nc(NCc2ccccc2)c2c1CCN(Cc1ccccc1)C2	14	6
CN(CC(=O)Nc1ccc2c(c1)OCCO2)S(=O)(=O)c1ccc(Br)s1	-5	-6
O=c1[nH]cnc2sc3c(c12)CCCC3	-29	5
COCCCNc1nc2c(-c3cccc(C)c3)nnn2c2ccccc12	.	-42
COc1cccc(C2CC(c3ccccc3)Nc3ncnn32)c1 (centres undefined)	-3	6
COc1ccc(CN2C(=O)CN=C2Nc2cccc(C)c2C)cc1	-3	.
CCC(=NCc1ccco1)c1c(O)n(-c2ccc(OC)cc2)c(=O)[nH]c1=O	5	24
CC(C)c1nc(SCC(=O)Nc2nc3c(s2)CCCC3)c2ccccc2n1	.	54
Cc1ccccc1-c1nc(CS(=O)(=O)CC(=O)Nc2cc(F)ccc2F)c(C)o1	-8	-12
Next results follow:
SMILES	HIV RNase H inh	RmlC RmlD mix
COCCn1c(SCC(=O)NCc2ccco2)nnc1-c1c[nH]c2ccccc12	.	-7
Cc1c(Cl)cccc1NC(=O)c1cc(C2CC2)on1	-12	-12
Cc1ccc(NCCC(=O)c2cccs2)cc1Cl	.	-5
COc1cccc(OC)c1OCCNCC1CSc2ccccc2O1 (centres undefined)	.	8
CC(=O)c1ccc(N=Cc2c(O)n(-c3cc(Cl)ccc3N3CCOCC3)c(=O)c3ccccc23)cc1	.	-7
CCCCN(CCCC)c1nc(OC)nc(-n2nnc(C(C)=O)c2C)n1	.	8
COC(=O)N(c1ccc(OC)cc1)P1(=S)OCCC(C)O1 (centres undefined)	95*	6
COc1ccc(/C(O)=C2/C(=O)C(=O)N(Cc3cccnc3)C2c2ccncc2)cc1F (centres undefined)	3	-8
Cn1c(NCc2cccs2)nc2ccccc21	6	-11
CC1CCCN(c2ccc(/C=C(\C#N)c3nn(-c4ccccc4)c(N)c3C#N)cc2[N+](=O)[O-])C1 (centres undefined)	.	-1
O=C(CSc1nc(NS(=O)(=O)c2ccccc2)cc(=O)[nH]1)Nc1ccc(F)cc1	-29	-6
C#CCOCCOCCOCCNc1nc(N2CCN(C(=O)[C@H](CCC(=O)O)n3cc(C(N)Cc4ccc(O)cc4)nn3)CC2)nc(N2CCN(C(=O)[C@H](CCCCN)n3cc(C(N)[C@H](C)CC)nn3)CC2)n1 (some centres undefined)	.	7
CNC(=O)c1cc2c(ccc3ccccc32)oc1=N	-16	53*
CCCNc1nc(C)cc(-c2cc(C(=O)NC3CCCC3)on2)n1	.	1
Cc1ccc(S(=O)(=O)NC2CCCC(C(=O)O)C2)cc1 (centres undefined)	-9	6
COc1ccccc1CNCC(O)(c1ccc(Cl)cc1)c1ccc(Cl)cc1	.	11
Cc1ccc(CNC(=O)CN2C(=O)COc3ccc(C)cc32)cc1	-1	-11
O=C(c1ccc(-c2ccccc2Cl)s1)N1CCOCC1	.	-8
O=C(CCC(=O)OCCCC(F)(F)C(F)(F)F)Nc1ccc(Cl)cc1Cl	.	14
CCC(C)(C)n1nnnc1C(c1ccccn1)N1CCOCC1 (centres undefined)	1	11
CC(C)CC(CO)N1CCN(C(=O)c2ccc(C(C)(C)C)cc2)CCC1=O (centres undefined)	.	-32
Cc1cccc(NC(=O)CSc2nc3nc(C)cc(C)c3c(=O)[nH]2)c1	.	-10
COc1ccc2c(c1)nc(SCC(=O)C(C)(C)C)n2C	.	-280
O=C(NC1CCCCC1)C1CCC(CNS(=O)(=O)c2cccc3nsnc23)CC1 (centres undefined)	.	11
COC(=O)COn1c(SCC(=O)OC)nc2ccccc2c1=O	-10	6
COc1cc(CNCc2ccccn2)ccc1OCc1c(Cl)cccc1Cl	.	2
Cc1nn(C)c(C)c1S(=O)(=O)Nc1ccc2c(c1)OCO2	1	5
COC(=O)Cc1cc(=O)oc2c(C)c(O)ccc12	.	115*
Cn1c(C(=O)N2CCCC(C(=O)NCCCSC3CCCCC3)C2)cc2sccc21 (centres undefined)	2	.
CCn1c(NC(=O)c2cccc(Cn3cc(Cl)cn3)c2)nc2ccccc21	5	5
Cc1cc2c(=O)n(CC(=O)N3CCN(c4ccc(F)cc4)CC3)cnc2s1	7	4
COc1ccc(S(=O)(=O)Cc2ccc(C(=O)N3CCN(c4ccccn4)CC3)o2)cc1	-21	26
O=C(CS(=O)c1cccc(C(F)(F)F)c1)Nc1ccc(Cl)cc1Cl (centres undefined)	.	7
CCOC(=O)N1CCN(C(c2ccc(C)cc2)c2sc3nc(C)nn3c2O)CC1 (centres undefined)	2	-6
CC[C@H](C)[C@@H](C(=O)N1CCNCC1)n1cc([C@@H](N)CC(C)C)nn1	.	-5
Oc1c(Br)cc(Br)cc1CN1CCN(Cc2ccccc2)CC1	.	0
CCOC(=O)c1sc(NC(=O)CSc2n[nH]c(-c3ccccc3)n2)c(C#N)c1C	83*	.
Cc1ccc(F)c([C@H]2[C@H]3C=CC[C@@H](C)[C@@H]3C(=O)N2Cc2ccccc2)c1	.	10
Cc1c(N=Cc2c(O)n(Cc3ccco3)c(=O)c3ccccc23)c(=O)n(-c2ccccc2)n1C	-23	1
CC(=O)Nc1ccc(C(=O)CSc2nnc(Cn3nnc4ccccc43)n2C)cc1	-8	-9
Cc1ccc(CNC(=O)c2cc(-c3ccccc3)nn2CC2CC(c3cccc([N+](=O)[O-])c3)=NO2)cc1 (centres undefined)	.	6
Clc1ccc(-c2nn3c(-c4ccccc4)nnc3s2)cc1	22	-7
CC(C)c1ccc(O)c(N)c1	58*	-11
COc1ccc(C(=O)NC(Oc2ccccc2)C(Cl)(Cl)Cl)cc1 (centres undefined)	.	28
CCOC(=O)CC(=O)CSc1nc(-c2cccnc2)ccc1C#N	5	.
Cc1nnc(SCC(=O)Nc2ccccc2)[nH]c1=O	.	6
CC(C)(C)OC(=O)N1CCCC(C(=O)CC#N)C1 (centres undefined)	-6	-11
N#CC1=C(N)Oc2c(c(=O)oc3ccccc23)C1c1ccncc1 (centres undefined)	.	4
COc1ccc(/C=N/Nc2nc3ccccc3o2)cc1O	.	-7
C/C=C\C=C\C(=O)N1CC2(CC(c3cccc(NC(=O)CC)c3)=NO2)C[C@H]1C(N)=O (some centres undefined)	.	15
COc1cc(/C=C/CO)cc(OC)c1OC/C=C(\C)CCC=C(C)C	.	10
COc1ccccc1NC(C)=O	.	1
CC(=O)NC(=O)Nc1sc(=S)n(C)c1C	17	-13
CCOC(=O)c1c(CN2CCN(c3ccccc3)CC2)oc2ccc(O)cc12	-7	5
Cc1nnc(NC(=O)c2oc3c(ccc4ccccc43)c2C)s1	.	-16
Cc1nc2ccc(NC(=O)N3CCC(c4ccccc4)C3)cc2nc1C (centres undefined)	3	30
COc1cccc(OC)c1C(=O)N1CCN(S(=O)(=O)c2ccccc2)CC1	-8	10
Cc1cc(N2CC34C=CC(O3)C(C(=O)O)C4C2=O)no1 (centres undefined)	-13	15

Sorted by heavy-atom count (rising): some entries from above
SMILES	HIV RNase H inh	RmlC RmlD mix
CC(C)c1ccc(O)c(N)c1	58*	-11
COc1ccccc1NC(C)=O	.	1
CC(=O)NC(=O)Nc1sc(=S)n(C)c1C	17	-13
CC(C)(C)OC(=O)N1CCCC(C(=O)CC#N)C1 (centres undefined)	-6	-11
Cc1nnc(SCC(=O)Nc2ccccc2)[nH]c1=O	.	6
Cc1cc(N2CC34C=CC(O3)C(C(=O)O)C4C2=O)no1 (centres undefined)	-13	15
COc1ccc(/C=N/Nc2nc3ccccc3o2)cc1O	.	-7
Cc1nnc(NC(=O)c2oc3c(ccc4ccccc43)c2C)s1	.	-16
CCOC(=O)CC(=O)CSc1nc(-c2cccnc2)ccc1C#N	5	.
COc1cc(/C=C/CO)cc(OC)c1OC/C=C(\C)CCC=C(C)C	.	10
Cc1ccc(F)c([C@H]2[C@H]3C=CC[C@@H](C)[C@@H]3C(=O)N2Cc2ccccc2)c1	.	10
COc1cccc(OC)c1C(=O)N1CCN(S(=O)(=O)c2ccccc2)CC1	-8	10
CCOC(=O)c1c(CN2CCN(c3ccccc3)CC2)oc2ccc(O)cc12	-7	5
CCOC(=O)c1sc(NC(=O)CSc2n[nH]c(-c3ccccc3)n2)c(C#N)c1C	83*	.
C/C=C\C=C\C(=O)N1CC2(CC(c3cccc(NC(=O)CC)c3)=NO2)C[C@H]1C(N)=O (some centres undefined)	.	15
Cc1c(N=Cc2c(O)n(Cc3ccco3)c(=O)c3ccccc23)c(=O)n(-c2ccccc2)n1C	-23	1
Cc1ccc(CNC(=O)c2cc(-c3ccccc3)nn2CC2CC(c3cccc([N+](=O)[O-])c3)=NO2)cc1 (centres undefined)	.	6

Three compounds out of the list, arranged by length of the SMILES, smallest number first.
SMILES	HIV RNase H inh	RmlC RmlD mix
COc1ccccc1NC(C)=O	.	1
COc1cc(/C=C/CO)cc(OC)c1OC/C=C(\C)CCC=C(C)C	.	10
COc1cccc(OC)c1C(=O)N1CCN(S(=O)(=O)c2ccccc2)CC1	-8	10
